# Bioassay records deposited in PubChem by National Center for Advancing Translational Sciences (NCATS).
# TRHR enhancer – allosteric enhancers of human TRH receptor. enhancement, % at 2 µM. TRHR cells, fluo-8 calcium fluorescence, EC20 TRH enhancement. 360,000 tested, 0.66% active. P34981; in the data active = enhancement above about 30%; note: 0% is about no effect
#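 TRHR-expressing cells loaded with fluo-8 calcium dye were read kinetically (ex 480/em 530) during compound addition, then stimulated with an EC20 of TRH (10 nM final). Enhancement of the Gq-mediated intracellular calcium response was scored.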
# D2 antagonist – D2 dopamine receptor (human) antagonism; P14416; HEK293 TREx D2 cells, calcium flux, dopamine EC80; 340,000 tested, 2% active; AID 485344; inhibition, % at 10 µM; in the data active = inhibition above about 30%; note: 0% is about no effect
#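 Calcium mobilization kinetics were recorded at 1 s intervals in tetracycline-induced HEK293 T-REx D2 cells, first for 180 s after compound addition and then 180 s after EC80 dopamine.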
# TRHR ag – TRH receptor (human) agonism; P34981; activation, % at 2 µM; TRHR cells, calcium flux fluo-8, FDSS agonist mode; 360,000 tested, 0.18% active; in the data active = activation above about 30%; note: 0% is about no effect
#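 Fluo-8-loaded TRHR cells; 10 s baseline, compound added, kinetic Ca2+ fluorescence read 1/s, agonist mode.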
# mIDH1 inhibitor – human IDH1 R132H inhibition | O75874 | IDH1-R132H enzyme, NADPH consumption, diaphorase/resazurin fluorescence | Potency, µM (titrated, usually from 76.6 µM), inactives show top-dose activity change, negative = inhibition, usual class: inhibitors | 390,000 tested, 0.093% active; note: potency is the fitted concentration of half-maximal effect; % is set by controls: 0 for no effect and ±100 for the full control effect; nearly all actives have a fitted effect of over 65% in size
#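 IDH1-R132H (0.5 ug/mL) preincubated 30 min with compound, then NADPH (0.016 mM) and alpha-KG (2 mM) added; 80 min at RT, pH 7.5. Remaining NADPH coupled via diaphorase/resazurin to fluorescence (540/590 nm); concentration-response curves normalized to no-enzyme control.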
# D2 agonist – agonists of human D2 dopamine receptor; AID 485358; 340,000 tested, 0.53% active; activation, % at 2 µM; P14416; HEK293 T-REx D2 cells, calcium flux agonist mode;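 active = activation over 3 SD above normal in the single-dose calcium agonist read, cut at about 30% in these data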; note: 0% is about no effect
#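 In this primary screen, compounds producing a positive calcium signal within 180 s of addition to tetracycline-induced, force-coupled HEK293 Trex D2 cells are flagged; cells are dye-loaded with a no-wash calcium kit beforehand.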
# TrxR1 substrate – substrates of rat thioredoxin reductase 1; 390,000 tested, 0.01% active; purified TrxR1 substrate turnover, NADPH consumption readout; AID 588456; Potency, µM (highest dose often 114 µM), for the others: at the top dose activity change, negative = substrate turnover; O89049; note: potency is the fitted concentration of half-maximal effect; % is set by controls: 0 for no effect and ±100 for the full control effect; nearly all actives have a fitted effect of over 50% in size
#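 Rat TrxR1, dispensed at 90 nM, was prereduced with 400 uM NADPH (final) for 5 min at ~22 deg C, then incubated with compound 15 min before 400 uM selenite. A first-read NADPH fluorescence drop versus no-compound background flagged substrates.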
# USP1 inh – USP1/UAF1 (human) deubiquitinase inhibition; Potency, µM (titrated, usually from 57.1 µM), for the others: top-dose activity change, negative = inhibition, hits mostly inhibitors; recombinant USP1/UAF1, Ub-Rhodamine cleavage fluorescence; 390,000 tested, 0.23% active; note: potency is the fitted concentration of half-maximal effect; % is set by controls: 0 for no effect and ±100 for the full control effect; nearly all actives have a fitted effect of over 60% in size; inactives centre near -12
# Target sequence (O94782 whole entry, looked up): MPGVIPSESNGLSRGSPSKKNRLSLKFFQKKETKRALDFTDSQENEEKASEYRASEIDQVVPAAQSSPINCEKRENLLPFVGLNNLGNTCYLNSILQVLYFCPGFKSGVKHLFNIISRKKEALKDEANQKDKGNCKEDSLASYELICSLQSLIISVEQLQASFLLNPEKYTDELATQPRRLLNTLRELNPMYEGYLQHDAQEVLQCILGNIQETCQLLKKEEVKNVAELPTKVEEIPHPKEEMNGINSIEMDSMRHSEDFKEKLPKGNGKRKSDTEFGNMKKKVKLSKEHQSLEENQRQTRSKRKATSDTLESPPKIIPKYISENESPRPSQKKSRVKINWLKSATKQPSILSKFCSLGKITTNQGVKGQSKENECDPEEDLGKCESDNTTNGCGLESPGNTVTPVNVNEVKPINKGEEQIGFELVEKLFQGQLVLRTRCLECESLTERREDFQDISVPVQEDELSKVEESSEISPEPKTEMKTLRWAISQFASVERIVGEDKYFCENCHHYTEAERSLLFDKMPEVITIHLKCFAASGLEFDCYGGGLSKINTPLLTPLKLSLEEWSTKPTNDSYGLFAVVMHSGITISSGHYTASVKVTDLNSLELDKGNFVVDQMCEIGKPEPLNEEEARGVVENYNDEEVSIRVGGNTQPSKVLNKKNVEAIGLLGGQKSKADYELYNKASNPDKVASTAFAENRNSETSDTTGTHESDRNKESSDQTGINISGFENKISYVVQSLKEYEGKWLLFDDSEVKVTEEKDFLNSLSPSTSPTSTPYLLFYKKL
#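 Step one: compound is pinned into 1nM USP1/UAF1 in HEPES pH 7.8 buffer with TCEP. Step two: 15 min room-temperature incubation. Step three: Ub-Rho (150nM final) starts cleavage, tracked by fluorescence over six one-minute reads.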
# rTrxR1 inhibitor – blocks rat thioredoxin reductase 1 | O89049 | recombinant rTrxR1, NADPH fluorescence consumption, selenite substrate | Potency, µM (series often up to 114 µM), without a hit: at the top dose activity change, negative = inhibition, actives largely listed as inhibitors | 390,000 tested, 1% active | AID 588453; note: potency is the fitted concentration of half-maximal effect; % is set by controls: 0 for no effect and ±100 for the full control effect; nearly all actives have a fitted effect of over 65% in size
#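 Rat TrxR1 (90 nM in the dispensed reagent) was pre-reduced with 400 uM NADPH for 5 min at room temperature, then incubated with compound for 15 min. After 400 uM selenite was added, NADPH fluorescence (Ex 340/Em 450 nm) was followed for 8 min.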
# Pin1 inh – human Pin1 inhibition | Pin1 FP peptide displacement, HiFluor488, 10 min | Potency, µM (top dose mostly 115 µM), inactives show at the highest dose activity, negative = inhibition, most hits filed as inhibitors | Q13526 | 390,000 tested, 0.009% active; active = well fitted inhibition curve with a large enough effect in the polarisation, with a control signal flat, not every such curve was filed as active; inconclusive = small, poorly fitted or top-dose-only effect, or effect the other way, or a change in a side signal; inactive = no such curve, though single readings can be large or run the other way; the % refers to the polarisation; note: potency is the fitted concentration of half-maximal effect; % is set by controls: 0 for no effect and ±100 for the full control effect
# Target sequence (Q13526 whole entry, looked up): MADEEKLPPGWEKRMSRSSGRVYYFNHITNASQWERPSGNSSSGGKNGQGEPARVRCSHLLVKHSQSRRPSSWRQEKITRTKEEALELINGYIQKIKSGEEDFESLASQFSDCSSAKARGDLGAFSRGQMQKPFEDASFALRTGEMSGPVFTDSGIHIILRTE
# Active calls of the source: *; ? = inconclusive; · = not tested or not shown; & = joins results of further samples; [ ] = remark or other dose. Unless noted, calls come from the whole dose curve; as a rule, active = well fitted inhibition curve with a large enough effect; inconclusive = small, poorly fitted or top-dose-only effect; inactive = no such curve, though single readings can be large or run the other way. The list is partial; count on the stated rates, not on these rows.
SMILES,TRHR enhancer,D2 antagonist,TRHR ag,mIDH1 inhibitor,D2 agonist,TrxR1 substrate,USP1 inh,rTrxR1 inhibitor,Pin1 inh
O=C(NCCc1c[nH]c2ccccc12)C(=O)NCC(c1ccco1)N1CCN(c2ccccc2F)CC1 (stereo unspecified),-7,-2,0.1,4%,10,10%,-12%,30%,11%
CCNC(=S)Nc1ccc(C)c(S(=O)(=O)Nc2ccccc2OC)c1,0,1,0.0,4%,-0.4,2%,-11%,?,-1%
COc1ccc2[nH]c(=O)c(CN(CCO)S(=O)(=O)c3ccc(C)cc3)cc2c1,0,4,-1.3,-7%,-0.1,24%,-23%,10%,-1%
O=c1cc(-c2ccccc2)oc2cc(O)ccc12,·,·,·,2%,·,-2%[57.1 µM],-3%,2%[57.1 µM],8%
CN(CCOc1ccc(Cl)c(Cl)c1)Cc1ccccc1,-1,65*,0.2,4%,-0.5,-8%,-16%,5%,1%
O=C(O)COc1ccc(/C=N/NC(=O)c2ccccc2Br)cc1,23,-3,-0.4,10%,0.5,-7%,-6%,9%[57.1 µM],1%
CC(=O)C[C@H](O)CC(=O)[C@@H]1OC(=O)CCCCCCc2ccccc21,-1,4,-0.2,4%,0.7,7%,-23%,20%,2%
COC(=O)c1ccc(OC)c(CN2C(=O)N(c3ccc(C(C)=O)cc3)S(=O)(=O)c3ccccc32)c1,-2,·,-0.2,14%,-0.7,1%[57.1 µM],-23%,7%[57.1 µM],12%
C=CCNc1nc(N)c([N+](=O)[O-])c(NC2CCCCC2)n1,3,14,1.6,0%,0.6,-13%,-13%,-36%,-1%
Cc1nnc2ccc(Oc3ccc(-c4ccccc4)cc3)nn12,-1,-1,1.4,2%,0.0,-1%,-10%,7%,-1%
COc1ccc(NC(=O)N2Cc3ccccc3CC2C(=O)NC(C)(C)C)cc1 (stereo unspecified),26,-25,0.0,-11%,0.2,7%[57.1 µM],9%,-6%[0.457 µM],-10%
O=C(NCC1(N2CCCCC2)CCCCC1)c1ccc(NS(=O)(=O)c2ccc(F)cc2)cc1,30,-7,0.3,6%,1.4,-5%,-17%,-5%,-4%
Cc1nn(CC(=O)NCCCN2CCN(Cc3ccccc3)CC2)c(=O)c2cc(-c3ccccc3)nn12,-3,29,0.0,-6%,0.5,2%,-12%,41%[activator],6%
COc1ccc(OC)c(CCNC(=O)CN2C(=O)COc3ccc(S(=O)(=O)N4CCCCCC4)cc32)c1,-11,·,-0.9,2%,-0.6,-8%,-22%,-2%,10%
OC1(c2ccc(F)cc2)CCN(Cc2nnnn2Cc2cccs2)CC1,-1,11,0.2,4%,-0.9,1%[57.1 µM],-2%,4%[57.1 µM],-4%
Cc1ccc2cc(C#N)c(SCC(=O)NNC(=O)Cc3ccccc3)nc2c1,-2,-2,-0.3,-5%,0.2,5%,0%,19%,0%
O=C(NCC1CCCO1)c1cnn2c1NC(c1ccccc1)CC2C(F)(F)F (stereo unspecified),1,-7,-0.5,1%,3.6,4%,-1%,3%,-1%
O=C(NCCN1CCOCC1)c1c(O)nc2sccn2c1=O,0,-2,-0.3,-4%,0.0,3%,-17%,16%,-5%
Cc1ccc(C)c(C(=O)Nc2c(C(N)=O)oc3ccccc23)c1,-1,-12,-0.4,-9%,-0.7,2%,?,10%,4%
COC(=O)c1ccccc1NC(=O)c1sc(N)nc1C,-3,-5,-1.8,6%,0.0,0%,-6%,6%[57.1 µM],3%
CCn1c2ccccc2c2nnc(SCC(=O)NCCOC)nc21,5,11,0.1,-2%,0.2,-1%[57.1 µM],-7%,-12%[57.1 µM],?
CC(=O)Oc1cccc(N2C(=O)c3ccccc3C2=O)c1,3,-2,-0.3,3%,0.8,-6%,-19%,-9%,-1%
COc1cccc(NC(=O)NCCC2=CCCCC2)c1,-1,-12,-0.8,7%,-1.1,-7%,-17%,12%,2%
CCCCOc1ccc(N(CC(=O)NCc2ccccc2)C(=O)c2csnn2)cc1,-4,8,-0.8,1%,-1.3,-20%[57.1 µM],?,11%[57.1 µM],-6%
CCCCn1c(SCC(=O)NC(=O)Cc2ccccc2)nc2ccccc2c1=O,-5,-5,-0.2,-12%,0.5,2%,0%,10%,17%
SMILES,TRHR enhancer,D2 antagonist,TRHR ag,mIDH1 inhibitor,D2 agonist,TrxR1 substrate,USP1 inh,rTrxR1 inhibitor,Pin1 inh
Cc1cc(N2CCN(S(=O)(=O)c3ccc(Br)cc3)CC2)n2ncnc2n1,-3,·,-0.1,16%,·,-3%[57.1 µM],?,14%[57.1 µM],-17%
CCCCCOc1ccc(/C=c2\sc3nc(=O)c(-c4ccccc4)nn3c2=O)cc1OC,2,·,0.4,-1%,·,-20%,1%,-4%,4%
COc1cccc(C(=O)NCCSCc2ccccc2Cl)c1,-3,-4,-0.3,4%,-0.4,-8%,7%,14%[2.29 µM],25%
COc1cccc(N2CCN(S(=O)(=O)c3ccc(-c4cnc(C5CC5)o4)cc3)CC2)c1,-3&0,-29,0.3&1.2,4%&2%,-0.9&2.2,2%,-13%&-4%,14%,-2%&42%
Cc1cc(C)c2c(c1)NC(C(=O)O)C1CC=CC21 (stereo unspecified),0,-3,2.4,-8%,1.4,2%&2%,?,4µM*,?
O=S(=O)(Nc1cccc(-c2ccc(N3CCCC3)nn2)c1)c1ccc(F)c(C(F)(F)F)c1,-3,·,-0.4,11%,-2.0,-6%[57.1 µM],-22%,6%[57.1 µM],1%
Cc1cccc(NC(=O)c2cn(-c3ccccc3)nc2-c2ccccc2)c1C,1,·,0.9,37%,1.3,-11%,-15%,-3%,-5%
Cc1cccc(NC(=O)C2CCN(C(=O)NCc3ccccc3)CC2)c1C,1,4,-0.2,0%,-0.5,-3%,-11%,12%,-2%
COc1ccc2[nH]c(C)c(CCNc3ccc(C(F)(F)F)cc3[N+](=O)[O-])c2c1,4,-19,0.4,4%,-4.9,-12%,-9%,12%[57.1 µM],11%
O=C(Nc1cccnc1)c1cc2nc(C3CC3)cc(C(F)(F)F)n2n1,3,8,-0.2,2%,0.1,8%[57.1 µM],-4%,10%[57.1 µM],-1%
O=C1NC(c2ccccc2)=C(c2nc3ccccc3s2)C(c2ccc(F)cc2)N1 (stereo unspecified),7,-29,-0.1,8%,-1.1,-7%,-4%,-12%,1%
CCC(C(=O)N1CCN(Cc2ccc3c(c2)OCO3)CC1)n1c(=O)[nH]c2ccccc2c1=O (stereo unspecified),3,3,0.1,0%,46*,8%,-23%,17%,-1%
O=C(c1cccc2ccccc12)N1CCCCC1,5,3,-0.4,0%,0.4,-1%,-6%,12%,-7%
COc1cccc(-c2nnc3sc(C4CCCCC4)nn23)c1,24,4,-1.0,4%,0.6,2%,-5%,7%,?
COc1ccc(NC2CCCN(C(=O)c3ccc(OC)cc3OC)C2)cc1 (stereo unspecified),-3,-2,-0.2,6%,-0.5,12%,-16%,30%,2%
CCc1ccc(NC(=O)c2noc3c2CCc2ccccc2-3)cc1,-5,-7,2.9,1%,0.8,8%[57.1 µM],-12%,-11%,1%
O=C(CCN1C(=O)C2CC=CCC2C1=O)OCC(=O)c1ccc(F)cc1 (stereo unspecified),·,·,·,4%,·,10%,-21%,24%,-6%
Nc1ccc(C(=O)NC2CCSc3ccccc32)cc1[N+](=O)[O-] (stereo unspecified),-9,2,0.4,-9%,-1.0,-3%,-14%,9%,2%
NS(=O)(=O)c1ccc(CCNC(=O)CN2CCN(c3cccc(Cl)c3)CC2)cc1,-2,12,1.8,3%,3.7,1%[11.4 µM],-15%,?,-3%
COc1cccc(NC(=S)NC(=O)c2cccnc2)c1,9,12,1.5,-9%,0.6,10%,-30%,-31%,0%
O=C(O)C(Cc1ccccc1)NC(=O)C(Cc1ccccc1)NC(=O)C12CC3CC(CC(C3)C1)C2 (stereo unspecified),·,·,·,22%,·,-1%[57.1 µM],1%,5%[57.1 µM],-13%
COc1ccc(CCC(=O)N(C)CC(=O)Nc2ccc(N3CCOCC3)cc2)cc1,-2,-9,-0.3,-2%,-0.2,-2%,0%,12%[57.1 µM],1%
CC1(C)CC(=O)C=C(Nc2ccc(Br)cc2F)C1,0,-7,-0.2,2%,0.7,-1%,-21%,17%,-8%
COCCNC(=O)CNC(=S)N(Cc1ccccc1)Cc1cccnc1,7,-9,0.1,-1%,2.0,13%[57.1 µM],-18%,12%[57.1 µM],0%
COc1cccc(N2CCN(C(=O)C3CCCN(c4ncnc5c4nc4n5CCCCC4)C3)CC2)c1 (stereo unspecified),-3,16,0.8,1%,-0.4,10%[57.1 µM],-18%,33%[activator][57.1 µM],-12%
COc1cc(NC(=O)C(C)Oc2ccccc2)cc(OC)c1 (stereo unspecified),-1,-7,-0.8,7%,0.2,-5%,-5%,-6%,-9%
CCc1ccc(OCC(=O)N/N=C(\C)c2ccc3c(c2)OCCO3)cc1,-5,1,-1.4,5%,-1.5,-6%,-23%,-9%,0%
Cc1ccc(C(=O)NCC(=O)OCC(=O)c2c(N)n(C)c(=O)n(C)c2=O)s1,4,·,0.1,1%,·,3%,-11%,-4%,11%

# Four compounds from above with just Pin1 inh.
Compound | Pin1 inh
Nc1ccc(C(=O)NC2CCSc3ccccc32)cc1[N+](=O)[O-] (stereo unspecified) | 2%
NS(=O)(=O)c1ccc(CCNC(=O)CN2CCN(c3cccc(Cl)c3)CC2)cc1 | -3%
COc1cccc(NC(=S)NC(=O)c2cccnc2)c1 | 0%
O=C(O)C(Cc1ccccc1)NC(=O)C(Cc1ccccc1)NC(=O)C12CC3CC(CC(C3)C1)C2 (stereo unspecified) | -13%

# Arranged by value in Pin1 inh (largest number first): three from the list above
Structure,TRHR enhancer,D2 antagonist,TRHR ag,TrxR1 substrate,USP1 inh,rTrxR1 inhibitor,Pin1 inh
COc1cccc(C(=O)NCCSCc2ccccc2Cl)c1,-3,-4,-0.3,-8%,7%,14%[2.29 µM],25%
NS(=O)(=O)c1ccc(CCNC(=O)CN2CCN(c3cccc(Cl)c3)CC2)cc1,-2,12,1.8,1%[11.4 µM],-15%,?,-3%
CCCCOc1ccc(N(CC(=O)NCc2ccccc2)C(=O)c2csnn2)cc1,-4,8,-0.8,-20%[57.1 µM],?,11%[57.1 µM],-6%
